# Assay outcomes (PubChem BioAssay)
# APJ ag = agonists of human APJ apelin receptor | 330,000 tested, 0.11% active | P35414 | activation, % at 20 µM | AID 2520 | CHO-K1 APJ PathHunter beta-arrestin, luminescence; 0% DMSO wells, 100% apelin;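 active = activation more than six SD over the plate average, tested at 20 µM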;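 also: 0% = DMSO alone and 100% = apelin-13 at 10 nM; some results filed as inactive read as strong as hits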
#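 Assay system: CHO-K1 cells stably expressing ProLink-tagged human APJ and arrestin–beta-gal acceptor. Compound dosing: 20 µM single point, 1% DMSO. Times: 16-18 h seeding, 90 min dark compound exposure, 60 min detection. Detection: beta-gal luminescence. Evaluation: APJ–arrestin association signal. Controls: negative DMSO alone, positive Apelin-13 at 10 nM.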
# Gli-Sufu antag = blocks Gli-Sufu signaling in a luciferase reporter; Sufu-KO-LIGHT fibroblasts, Gli luciferase reporter luminescence; inhibition, % at 5 µM; 340,000 tested, 0.74% active;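 active = inhibition above about 55%, limit read from the data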;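 also: 0% = DMSO-treated cells and 100% = wells with medium but no cells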
# UBC13 polyUb = human UBC13 polyubiquitination inhibition | AID 485273 | inhibition, % at 20 µM | P61088 | UBC13 polyubiquitin chain formation, TR-FRET | 330,000 tested, 0.47% active; in the data active = inhibition above about 45%, passing the limit was not always enough
# EBI2 block = antagonists of human EBI2 receptor. P32249. EBI2 beta-arrestin recruitment, luminescence, 7a,25-OHC stimulated. inhibition, % at 5 µM. 360,000 tested, 0.81% active; in the data active = inhibition above about 38%;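 also: enzyme fragment complementation signal reports receptor beta-arrestin coupling in cells; 0% = agonist plus DMSO wells and 100% = wells without agonist; some results beyond the cut were filed as inactive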
# Target sequence (P32249 whole entry, looked up, the tested form may be a part): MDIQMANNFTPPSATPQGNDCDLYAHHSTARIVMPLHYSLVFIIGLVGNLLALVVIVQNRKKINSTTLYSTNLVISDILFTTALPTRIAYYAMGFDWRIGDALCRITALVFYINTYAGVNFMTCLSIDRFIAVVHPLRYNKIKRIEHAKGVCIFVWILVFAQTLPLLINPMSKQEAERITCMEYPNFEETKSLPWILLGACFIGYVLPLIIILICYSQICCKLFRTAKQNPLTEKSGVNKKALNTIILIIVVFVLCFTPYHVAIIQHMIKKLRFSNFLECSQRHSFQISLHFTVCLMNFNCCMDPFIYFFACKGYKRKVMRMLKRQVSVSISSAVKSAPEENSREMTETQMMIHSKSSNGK
# CCR6 antagonist = blocks CCL20-driven beta-arrestin recruitment at human CCR6. P51684. CHO-K1 CCR6 PathHunter beta-arrestin, luminescence, CCL20-stimulated. inhibition, % at 20 µM. 340,000 tested, 0.49% active. AID 493098;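 active = compounds whose inhibition of the agonist-driven luminescence signal at 20 µM reaches about 50%, limit read from the data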;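 also: cells stimulated with CCL20 at 14 nM final; plate controls were DMSO with CCL20 for no effect and DMSO without agonist for full effect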
# APJ antag = APJ receptor antagonism; P35414; CHO-K1 APJ beta-arrestin complementation, luminescence; inhibition, % at 20 µM; 330,000 tested, 0.32% active;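 active = inhibition above about 40% at 20 µM, limit read from the data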;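 also: cells challenged with 10 nM apelin-13 agonist together with compound; plate controls were apelin-13 plus DMSO wells for no effect and DMSO wells lacking apelin-13 for full effect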
# ATG4B inh = ATG4B (human) cysteine protease inhibition | inhibition, % at 8.33 µM | Q9Y4P1 | ATG4B cleavage of LC3-PLA2, NBD-HPC fluorescence, 1 h | 340,000 tested, 0.51% active; in the data active = inhibition above about 40%
# Target sequence (Q9Y4P1 whole entry, looked up): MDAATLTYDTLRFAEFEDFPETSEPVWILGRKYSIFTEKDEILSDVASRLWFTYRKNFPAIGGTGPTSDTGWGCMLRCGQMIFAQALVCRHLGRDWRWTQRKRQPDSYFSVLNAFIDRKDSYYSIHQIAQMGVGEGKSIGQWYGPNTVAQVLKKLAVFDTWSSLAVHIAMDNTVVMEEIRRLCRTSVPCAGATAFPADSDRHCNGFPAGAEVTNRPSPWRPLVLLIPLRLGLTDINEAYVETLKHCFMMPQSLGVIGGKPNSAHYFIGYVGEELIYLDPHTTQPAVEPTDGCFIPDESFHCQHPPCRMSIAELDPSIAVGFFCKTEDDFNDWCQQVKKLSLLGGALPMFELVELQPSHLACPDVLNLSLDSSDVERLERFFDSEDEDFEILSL
# CXCR6 block = inhibitors of human CXCR6 receptor; CHO-K1 PathHunter CXCR6 beta-arrestin, luminescence; inhibition, % at 20 µM; 360,000 tested, 0.36% active; AID 602244; in the data active = inhibition above about 34%, passing the limit was not always enough;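 also: antagonist mode with CXCL16 agonist at 10 nM final; 0% = 10 nM CXCL16 with DMSO and 100% = unstimulated wells without agonist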
# Target sequence (O00574 whole entry, looked up): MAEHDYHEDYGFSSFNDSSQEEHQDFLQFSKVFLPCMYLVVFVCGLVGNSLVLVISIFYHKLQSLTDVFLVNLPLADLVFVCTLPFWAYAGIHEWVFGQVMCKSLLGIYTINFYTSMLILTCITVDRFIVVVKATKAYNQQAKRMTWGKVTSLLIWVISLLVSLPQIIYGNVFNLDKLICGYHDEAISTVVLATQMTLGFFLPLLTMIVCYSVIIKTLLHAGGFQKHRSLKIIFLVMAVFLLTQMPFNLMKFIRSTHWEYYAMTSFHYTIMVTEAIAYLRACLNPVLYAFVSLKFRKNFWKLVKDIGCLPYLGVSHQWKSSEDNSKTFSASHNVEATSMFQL
# * marks the source's active call; other numbers are inactive results; . = no result given; & = joins results of further samples.
SMILES,APJ ag,Gli-Sufu antag,UBC13 polyUb,EBI2 block,CCR6 antagonist,APJ antag,ATG4B inh,CXCR6 block
CN1C(=O)c2cccc3c(N(C)C)ccc(c23)C1=O,0,-1,-141,11,7,23,-5,8
O=C(COCc1cc(-c2ccc3c(c2)OCO3)on1)N1CCCCC1,-1,25,-4,12,8,-7,3,2
COc1ccc(NC(=O)Nc2nnc(-c3ccccc3SCc3ccccc3)s2)cc1,4,1,-9,5,9,-13,-7,-2
CS(=O)(=O)c1cnc(-c2cccnc2)nc1N,-2,-4,0,-3,8,-27,8,4
CCOC(=O)N1CCN(C(=O)c2oc3ccc(S(=O)(=O)N(CC)CC)cc3c2C)CC1,-3,12,0,-6,-5,12,-9,-3
CC(C)CCNC(=O)c1cc(S(=O)(=O)N2CCc3ccccc32)cn1C,-4,0,7,6,-2,8,-1,-2
O=C(C[n+]1cccc(/C=N/O)c1)N1CCCc2ccccc21,-2,0,-14,-2,-1,-7,-3,-2
CCCCn1c(=O)[nH]c(=O)c2c1nc(-c1ccc3ccccc3c1)n2CC,-1,21,12,21,1,3,6,-11
CC(=O)c1ccc(N2CCC(c3cc(-c4ccc(Cl)cc4)n[nH]3)CC2)c([N+](=O)[O-])c1,0,19,-21,23,16,7,-8,0
Cc1ccc(C(=O)N/C(=C\c2cn(C)c3ccccc23)C(=O)NCCN2CCOCC2)cc1,-3,-8,-13,1,19,-32,-2,-6
COC(=O)c1c(C(=O)OC)c(-c2cccc(F)c2)n2c1CS(=O)(=O)C2,-3,5,2,-1,5,4,-6,-4
Cc1cccc(NC(=S)NNC(=O)CC(C)O)c1C (centres undefined),-2,-10,5,-11,2,17,-9,-12
COc1cc(OC)cc(C(=O)OCC(=O)Nc2cccc(S(=O)(=O)NC3=NCCCCC3)c2)c1,-1,6,3,-11,7,1,-10,-7
COc1ccccc1C(=O)n1nc(-c2ccccc2)nc1N,-3,-2,1,-2,5,9,-3,-1
O=C(O)COc1ccc(/C=C/c2nc(-c3ccccc3O)n[nH]2)cc1,-1,-1,-8,1,13,-7,-6,-3
CC1CCC(NC(=O)C2c3ccccc3C(=O)N2Cc2ccc3c(c2)OCO3)CC1 (centres undefined),0,-3,3,4,10,-1,-5,-5
COc1ccc(N2CCN(C(=O)CCS(=O)(=O)c3cccc4nsnc34)CC2)cc1,3,9,-9,-4,17,-3,-3,1
COc1ccc(S(=O)(=O)NCCSCc2ccc(Cl)cc2)cc1NC(C)=O,-4,5,3,-1,13,-26,-11,-4
COC(=O)c1c(C)oc(C)c1S(=O)(=O)Nc1ccc(C(C)C)cc1,-4,7,1,-1,3,-3,-4,5
Cc1ccnn1CC(=O)N/N=C/c1ccc([N+](=O)[O-])s1,2,6,-10,-17,-3,-13,-6,-5
Cc1ccc(Nc2ncccc2C(N)=O)cc1,-5,-59,-10,-10,4,-6,6,7
O=C(NC(Nc1nc2ccccc2s1)(C(F)(F)F)C(F)(F)F)c1ccccc1,4,-4,0,-16,12,2,-11,0
Cc1ccc(C(=O)NC(=S)Nc2ccccc2N2CCOCC2)cc1C,-2,89*,-2,18,21,14,4,9
COc1cc2c(cc1OC)CN(Cc1cc(OC)c(O)c(OC)c1)CC2,0,-4,-2,-12,3,0,-38,5
COc1ccccc1NC(=O)COc1cccc2c1CCNC2=O,-3,10,38,-15,-5,-3,-8,0
Nc1cc(F)ccc1N1CCCCCC1,4,-14,1,4,11,-22,7,12
COCC(=O)N1CCN(c2cccc(Cl)c2)CC1,0,-3,-4,0,3,9,-10,-4
CCNC(=O)/C(C#N)=C/c1c(N2CCOCC2)nc2ccccn2c1=O,-1,1,0,-6,1,-12,11,7
COc1ccccc1S(=O)Cc1ccc(C(=O)NCc2ccccc2Cl)o1 (centres undefined),-2,-8,11,2,4,4,1,0
CCCn1nnnc1NCc1ccccc1C,1,-2,-5,-4,12,7,2,-7
O=C(NC1CC2CCCC(C1)N2C(=O)Nc1ccccc1)c1ccncc1 (centres undefined),-3,0,-6,2,-1,14,-12,7
CCN(CC)CCNC(=O)c1nn(-c2ccc(Cl)cc2)c2c1CCc1cc(OC)ccc1-2,.,-10,.,17,31,.,9,-6
Cc1cccc(N(CC(=O)NCCc2ccccc2)C(=O)c2csnn2)c1,-3,-8,-8,-11,9,6,-6,4
Cc1cc(C)nc(SCc2ccc(C(=O)N/N=C/C3CCCCC3)cc2)n1,3,-2,-16,-4,7,4,-7,0
CCOC(=O)C1CCN(C(=O)CCc2nnc3ccc(NCc4ccco4)nn23)CC1,-3,6,-12,5,20,-21,-1,-10
O=C(NCc1ccc2c(c1)OCO2)c1ccc2c(c1)N(Cc1c(F)cccc1Cl)C(=O)CS2,0,6,12,22,10,3,5,-5
CC1CC(CCC(=O)NC(=S)Nc2ccc(Cl)cn2)C(=O)O1 (centres undefined),-4,-17,2,12,14,6,-5,2
CCC(N1CCOC1=O)S(=O)(=O)c1ccc(C)cc1 (centres undefined),1,5,5,2,17,0,-11,-2
Brc1ccc(-c2nnc3n2C2(CCCC2)Cc2ccccc2-3)o1,-1,-4,-1,-7,4,10,52*,9
CCN(CC)C(=O)c1ccc(O)c(OC)c1,5,-3,6,-1,10,2,1,2
CCS(=O)(=O)Nc1ccc(C2=NN(C(=O)c3ccco3)C(c3cccc(F)c3)C2)cc1 (centres undefined),2,-3,-10,-32,-6,2,-25,-7
CC(C)N1CC(C(=O)Nc2ccccc2)CC1=O (centres undefined),-5,-15,10,-4,3,-3,-2,4
C=CCn1c(=O)[nH]c2cc(C(=O)N3CCN(c4cc(C)ccc4C)CC3)ccc2c1=O,-4,11,3,9,7,1,-6,0
Fc1ccc(CCNc2ncnc3[nH]ncc23)cc1,.,-14,.,19,-15,.,-7,3
Cc1cccc(NC(=O)CN(C2=NC3CS(=O)(=O)CC3S2)c2ccccc2F)c1 (centres undefined),-4,-5,6,1,1,-8,0,1
COc1cccc(CNC(=O)c2cccnc2Sc2ccccc2)c1,9,0,-17,5,3,-8,-9,7
CCOC(=O)C1CCN(C(c2cc(OC)c(OC)c(OC)c2)c2sc3nc(C)nn3c2O)CC1 (centres undefined),-3,37,8,3,1,10,3,5
CC1(C)CC(=O)C2=C(C1)c1c(ccc3ncccc13)NC2c1cccs1 (centres undefined),-2,-5,6,32,23,6,-2,18
COc1ccccc1[C@@H]1C(c2cccc(Cl)c2)=NN(c2ccccc2)[C@H]1C(=O)N1CCOC1=O,-1,-7,45,0,-5,-26,0,-2
O=c1c2c3c(sc2nc2n1CCC2)CCC3,-3,8,-4,5,-10,2,1,-5
O=C(NCCO)C1(c2ccccc2)CCCC1,2,-4,-3,-1,11,-20,-2,5
O=C(Cn1c(=O)n(Cc2ccco2)c(=O)c2c3c(sc21)CCCCC3)c1ccccc1,-6,-4,5,20,18,15,32,5
Cc1ccc2cc(CCNC(=O)c3ccc(C)c([N+](=O)[O-])c3)c(=O)[nH]c2c1,-2,-3,0,4,13,15,-5,-4
O=C(O)COc1ccc(Nc2ccccc2)cc1,4,-1,-3,-7,-22,-9,0,-11
Cc1ccc(S(=O)(=O)/N=C2/NC(=O)/C(=C\c3ccco3)S2)cc1,-1,-16,-14,-4,3,-9,6,4
COc1cc(C(=O)N(Cc2ccccc2)c2cccc(C)c2)ccc1OC(F)F,-11,9,5,13,28,12,7,8
CCOC(=O)C1CCN(c2ncnc3c2cnn3-c2ccc(Cl)cc2)CC1,-3,34,13,7,-7,-16,-2,-14
O=C(CCC1CCCC1)NCCCNC(=O)CCC1CCCC1,-4,6,0,-7,4,2,-2,2
CCn1c(SCC(=O)N2CCCc3ccccc32)nc2cccnc21,-5,6,6,8,3,27,-3,7
COCCn1nnnc1C(c1cc2ccc(OC)cc2[nH]c1=O)N1CCN(C2CCCCC2)CC1 (centres undefined),2,13,2,-5,8,-30,-16,8

# Of the compounds above, these contain a COOH group:
SMILES,APJ ag,Gli-Sufu antag,UBC13 polyUb,EBI2 block,CCR6 antagonist,APJ antag,ATG4B inh,CXCR6 block
O=C(O)COc1ccc(/C=C/c2nc(-c3ccccc3O)n[nH]2)cc1,-1,-1,-8,1,13,-7,-6,-3
O=C(O)COc1ccc(Nc2ccccc2)cc1,4,-1,-3,-7,-22,-9,0,-11

# Following part.
SMILES,APJ ag,Gli-Sufu antag,UBC13 polyUb,EBI2 block,CCR6 antagonist,APJ antag,ATG4B inh,CXCR6 block
CCOc1ccc(NC(=O)CCc2c(C)nn(-c3ccc(N4CCCCC4)nn3)c2C)cc1,3,-56,-5,3,6,15,0,3
O=C(NCc1ccccn1)C(=O)NCC1OCCN1S(=O)(=O)c1ccc(Br)cc1 (centres undefined),-3,-3,2,-10,6,0,-4,-4
Cn1nc(C(F)(F)F)c(/C=N/OC(=O)c2ccccc2Cl)c1SCc1ccc(Cl)cc1,-2,19,-9,23,6,2,-1,-3
CCC(=O)N1CCc2cc(S(=O)(=O)NCCN3CCC(C)CC3)ccc21,1,.,-1,-4,6,8,7,2
COc1ccc(S(=O)(=O)NCCC(=O)N2CCCN(C)CC2)cc1,-5,4,4,0,1,1,1,-12
CN(Cc1ccccc1)C(=O)c1ccc(COc2ccccc2)cc1,-1,-1,-8,11,6,15,0,-2
FC(F)(F)c1ccnc(N2CCN(Cc3cnc(-c4ccccc4)[nH]3)CC2)c1,2,-1,-1,-3,3,1,-5,-1
CCOc1ccccc1C(=O)OCC(=O)Nc1ccc(N2CCCCC2)cc1,-20,-9,-5,-13,14,-5,-12,-4
CCN1C(=O)CC(N2CCC(Nc3ccc(F)cc3)CC2)C1=O (centres undefined),-2,-1,-2,-1,-20,0,4,0
CCOc1ccc(C(C(=O)NCCOC)N(CCOC)C(=O)CCC(=O)Nc2ccccn2)cc1 (centres undefined),-4,-2,1,-7,10,6,-6,-4
Cc1ccc(C)c(OCC(=O)NCC(c2ccco2)N2CCCCC2)c1 (centres undefined),-3,13,-7,21,19,-38,8,2
N#CCCN(Cc1cccnc1)C(=O)Nc1ccccc1,0,44,-3,-7,14,-18,1,7
CCCCCCSc1ccc(-c2nc3cc(C)ccn3c2NC2CCCCC2)cc1,-1,0,19,14&24,18,-21,12,26&11
O=C(CSc1nc2ccccc2c(=O)n1Cc1ccco1)NCc1ccco1,3,8,11,4,11,25,5,7
CCc1nnc(NC(=O)CSc2nc3ccccc3o2)s1,-6,5,14,-5,-13,11,0,2
COc1ccccc1CN(C(=O)CNC(=O)c1ccco1)C(C(=O)NCC1CCCO1)c1ccccc1 (centres undefined),0,8,-1,-11,5,-9,-2,1
Cc1c([N+](=O)[O-])c(C(=O)Nc2ccc3c(c2)OCCO3)nn1C,0,-38,0,-11,0,10,3,-9
CCOC(=O)C1C(c2ccccc2)NC(=S)NC1(C)O (centres undefined),-2,2,-8,-14,6,24,-2,2
O=C(Oc1ccc(Br)cc1C(=O)/C=C/c1ccccc1F)c1ccco1,-7,2,-8,-3,27,-4,2,17
CCC(=O)N1CCN(c2ccc(NC(=O)COc3cccc(C)c3C)cc2)CC1,-1,-7,-3,1,6,-7,1,-2
O=C(NCc1ccccc1Cl)C1CCC(CNc2nc(=S)[nH]c3ccccc23)CC1 (centres undefined),-1,-4,-6,8,13,23,1,2
C/C(=N\NC(=O)c1ccccc1NC(=O)c1ccc(Cl)cc1)c1ccncc1,-3,-46,-4,1,19,-5,-2,0

# Structural class: those above with a CF3 group (3)
SMILES,APJ ag,Gli-Sufu antag,UBC13 polyUb,EBI2 block,CCR6 antagonist,APJ antag,ATG4B inh,CXCR6 block
O=C(NC(Nc1nc2ccccc2s1)(C(F)(F)F)C(F)(F)F)c1ccccc1,4,-4,0,-16,12,2,-11,0
Cn1nc(C(F)(F)F)c(/C=N/OC(=O)c2ccccc2Cl)c1SCc1ccc(Cl)cc1,-2,19,-9,23,6,2,-1,-3
FC(F)(F)c1ccnc(N2CCN(Cc3cnc(-c4ccccc4)[nH]3)CC2)c1,2,-1,-1,-3,3,1,-5,-1

# Outcome played no part in choosing rows, and some 3% of all compounds hit somewhere here.
